D1 agonist = Allosteric Agonists of the Human D1 Dopamine Receptor: qHTS. HEK293 T-REx D1 cells, calcium flux, agonist mode. activation, % at 2 µM. 1% of 360,000 active; in the data active = activation above about 30%; note: 0% is about no effect
Target sequence (P21728 whole entry, looked up): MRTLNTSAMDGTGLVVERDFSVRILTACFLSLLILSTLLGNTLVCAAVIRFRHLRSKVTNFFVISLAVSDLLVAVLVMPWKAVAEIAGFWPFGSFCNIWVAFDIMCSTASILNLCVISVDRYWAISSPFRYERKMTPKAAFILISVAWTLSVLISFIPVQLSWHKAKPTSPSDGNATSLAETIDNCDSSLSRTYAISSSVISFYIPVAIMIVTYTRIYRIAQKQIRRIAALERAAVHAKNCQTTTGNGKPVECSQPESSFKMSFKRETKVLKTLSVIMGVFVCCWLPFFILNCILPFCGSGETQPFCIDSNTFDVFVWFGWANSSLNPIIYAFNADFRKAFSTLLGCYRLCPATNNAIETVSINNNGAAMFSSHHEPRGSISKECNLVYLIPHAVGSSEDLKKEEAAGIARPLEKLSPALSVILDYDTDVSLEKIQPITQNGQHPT
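Inducible HEK293 T-REx D1 cells, force-coupled to calcium signalling, were plated at 4000 cells/well with tetracycline and held overnight at 30 C. After no-wash calcium dye loading, compound-evoked calcium rise over 180 s flagged agonists.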
Vif-A3F inh = qHTS for Inhibitors of Vif-A3F Interactions: qHTS; HeLa A3F-eYFP + Vif (tagged APOBEC3F with the HIV-1 protein that degrades it), YFP fluorescence increase; Potency, µM (series often up to 46.1 µM), inactives show at the highest dose activity, negative = active; 0.2% of 390,000 active; note: potency is the fitted concentration of half-maximal effect; % of control where 0% means no effect; nearly all actives have a fitted effect of over 65% in size
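HeLa cells stably expressing A3F-eYFP plus Vif, plated and incubated overnight at 37 deg C, then exposed to compounds overnight at 37 deg C. Blocked degradation read as raised yellow fluorescence (Ex 488/Em 500-530).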
D1 antagonist = Antagonist of Human D 1 Dopamine Receptor: qHTS. D(1A) dopamine receptor (Homo sapiens), P21728. HEK293 TREx D1 cells, calcium flux, dopamine EC80; stronger effect = lower value. activity change, negative = inhibition, % at 10 µM. 3.2% of 360,000 active; in the data active = activity change below about -30%; note: % is set by controls: 0 for no effect and ±100 for the full control effect
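Kinetic fluorescence of a calcium dye serves as the read-out. D1-expressing Hek293 Trex cells, induced overnight at 30 C, are exposed to compound for 180 s before an EC80 dopamine addition, then read 180 s further.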
Vif-A3G inh = qHTS for Inhibitors of Vif-A3G Interactions: qHTS | DNA dC->dU-editing enzyme APOBEC-3G (Homo sapiens), Q9HC16 | HeLa A3G-eYFP + Vif (tagged APOBEC3G with the HIV-1 protein that degrades it), YFP fluorescence, overnight | Potency, µM (series often up to 46.1 µM), inactives show at the highest dose activity, negative = active, usual class: inhibitors | 0.076% of 410,000 active | AID 602310, 2012;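 note: potency is the fitted concentration of half-maximal effect; % is set by controls: 0 for no effect and ±100 for the full control effect; nearly all actives have a fitted effect of over 60% in size; hits raise eYFP signal because A3G escapes Vif-driven loss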
Target sequence (Q9HC16 whole entry, looked up): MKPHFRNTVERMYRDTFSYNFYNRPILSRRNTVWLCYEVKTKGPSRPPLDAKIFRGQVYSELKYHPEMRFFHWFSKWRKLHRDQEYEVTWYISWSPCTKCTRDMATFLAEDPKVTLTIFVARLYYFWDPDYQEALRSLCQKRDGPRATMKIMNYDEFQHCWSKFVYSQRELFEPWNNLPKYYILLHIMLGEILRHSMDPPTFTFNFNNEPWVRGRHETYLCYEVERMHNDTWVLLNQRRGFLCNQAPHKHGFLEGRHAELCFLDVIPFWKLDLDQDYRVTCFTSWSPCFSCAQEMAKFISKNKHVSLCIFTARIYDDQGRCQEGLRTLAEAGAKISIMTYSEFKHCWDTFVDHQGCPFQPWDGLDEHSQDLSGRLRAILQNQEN
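Read-out is eYFP fluorescence (Ex 488/Em 500-530) from Vif-expressing HeLa A3G-eYFP cells; more signal means A3G escaped Vif-mediated degradation. Cells plated overnight, compound pinned in, incubated overnight at 37 deg C.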
RXFP1 agonist = qHTS Assay for Agonists of the Relaxin Receptor RXFP1 | Potency, µM (doses to about 57.5 µM), for inactives: at the top dose activation, hits mostly activators | HEK293T-RXFP1 cAMP TR-FRET, 30 min; response scale: percent of porcine relaxin response, buffer zero | Relaxin receptor 1 (Homo sapiens), Q9HBX9 | 0.3% of 370,000 active; note: potency is the fitted concentration of half-maximal effect; % is set by controls: 0 for no effect and ±100 for the full control effect; nearly all actives have a fitted effect of over 60% in size; many of its hits are not listed in these tables
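Agonist response is measured as cAMP accumulation in an RXFP1-transfected HEK293T line under PDE4 inhibition. Values are scaled between buffer-only and 29 nM porcine relaxin, and EC50s come from standard Hill equation fits.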
RXFP1 antag = qHTS Assay for Antagonists of the Relaxin Receptor RXFP1; HEK293-RXFP1, relaxin-stimulated cAMP HTRF, 30 min; stronger effect = lower value; activity change, negative = inhibition, % at 57.5 µM; 0.59% of 350,000 active;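 active = activity change of -60% or lower, but not beyond a set lower limit; inconclusive = change between -60% and -40%, or beyond the set limit; inactive = change above -40%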; note: % is set by controls: 0 for no effect and ±100 for the full control effect
D1 PAM = Potentiators of Human D1 Dopamine Receptor: qHTS; D(1A) dopamine receptor (Homo sapiens), P21728; HEK293 TREx D1 cells, calcium flux, dopamine EC20 potentiation; potentiation, % at 10 µM; 0.036% of 360,000 active; AID 504651, 2011; in the data active = potentiation above about 30%; note: 0% is about no effect
D2 PAM = HTS Assay for Positive Allosteric Modulators of the Human D2 Dopamine Receptor: Primary Screen for Potentiators; D(2) dopamine receptor (Homo sapiens), P14416; HEK293 T-REx D2, calcium flux, EC20 dopamine potentiation; AID 485347, 2010; 0.34% of 340,000 active; potentiation, % at 10 µM;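 active = potentiation over 3 SD above the plate norm, cut at about 30% in these data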; note: 0% is about no effect
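Cells plated with tetracycline inducer and held overnight at 30 C; calcium dye loaded 30–90 min at room temperature; baseline taken, compound added and read 180 s; EC20 dopamine then added and read 180 s.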
Glioma ERSR ind = qHTS for Inducers of the Endoplasmic Reticulum Stress Response (ERSR) in Human Glioma: qHTS; U87-MG GRP78 promoter luciferase reporter, 16 h; Potency, µM, for the others: at the top dose activation, actives largely listed as activators; 0.02% of 420,000 active; AID 602332, 2012; note: potency is the fitted concentration of half-maximal effect; series mostly up to about 76 µM; % of control where 0% means no effect; nearly all actives have a fitted effect of over 35% in size
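Stably transfected U87-MG human glioma cells carrying a GRP78-based luminescent sensor were seeded at 1000 cells/well, pin-dosed with compounds and incubated 16 h. Luciferase reagent was then added, and end-point luminescence was read after 10 min at room temperature.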
* hit, by the source's call; ? = inconclusive; . = no result given. Unless noted, calls come from the whole dose curve; as a rule, active = well fitted curve in the direction sought with a large enough effect; inconclusive = small, poorly fitted or top-dose-only effect, or another doubt; inactive = no such curve, though single readings can be large; an effect the other way counts as inactive or inconclusive. Not all compounds are listed. The share of hits here may be higher or lower than overall.

Letter code: A = D1 agonist; B = Vif-A3F inh; C = D1 antagonist; D = Vif-A3G inh; E = RXFP1 agonist; F = RXFP1 antag; G = D1 PAM; H = D2 PAM; I = Glioma ERSR ind
(1) Cc1ccc(C2(C)NC(=O)N(CC(=O)Nc3ccc(N4CCOCC4)cc3N3CCOCC3)C2=O)cc1 (stereo not given)
  A: 1.8 | B: 0.5% | C: -22.4 | D: 3.5% | E: -0.6% | F: -5.4 | G: -3.3 | H: 8.9 | I: 0.7%

(2) CCOc1ccccc1CNC(=O)c1oc2ccc3c(c2c1C)C(=O)CC(C)(C)O3
  A: 4.1 | B: . | C: -5.6 | D: . | E: 0.8% | F: -0.6 | G: -2.5 | H: 19.4 | I: .

(3) CC1CCN(C(=O)c2ccc(NS(=O)(=O)c3ccccc3)cc2)CC1
  A: 7.5 | B: 8.2% | C: -31.8* | D: -0.4% | E: 4.4% | F: -10.6 | G: -7.6 | H: -2.3 | I: 2.0%

(4) CC(C)n1c(CCCO)nc2ccccc21
  A: -1.3 | B: -5.9% | C: 3.8 | D: -2.2% | E: -0.4% | F: 4.8 | G: -1.6 | H: 4.4 | I: 2.8%

(5) O=c1[nH]c(/C=C\c2cccc(O)c2)nc(O)c1[N+](=O)[O-]
  A: -2.9 | B: -9.3% | C: 15.7 | D: 2.0% | E: 1.3% | F: 3.9 | G: -3.9 | H: -10.9 | I: -1.0%

(6) CCN(CC(=O)Nc1ccc(Cl)c(S(=O)(=O)N(C)C)c1)Cc1nc2ccccc2c(=O)[nH]1
  A: 1.0 | B: 1.2% | C: 4.9 | D: 0.8% | E: 3.0% | F: -6.9 | G: -3.6 | H: -10.5 | I: -4.8%

(7) CCCCCc1cc(=O)oc2c(C(CCN3CCN(c4ccccc4)CC3)c3ccc(N(C)C)cc3)c(OC)cc(OC)c12 (stereo not given)
  A: 2.8 | B: 6.7% | C: -27.0 | D: -0.8% | E: -0.8% | F: . | G: -5.0 | H: 3.7 | I: -2.9%

(8) COc1ccc(OCCSCc2nnc(NC(=O)Nc3ccc(Cl)cc3)s2)cc1
  A: 5.3 | B: -5.2% | C: -26.6 | D: -0.3% | E: 0.0% | F: -16.6 | G: -4.9 | H: 0.0 | I: -0.5%

(9) Cc1cnc(C(=O)OCC(=O)Nc2sc3c(c2C(N)=O)CCCC3)cn1
  A: -0.2 | B: 0.0% | C: -6.7 | D: 2.3% | E: 1.2% | F: -3.3 | G: -1.9 | H: 11.8 | I: 0.3%

(10) COc1cc(OC)cc(-c2c(-c3cccs3)c3cc(-c4ccn[nH]4)ccc3n2C)c1
  A: 10.0 | B: ? | C: . | D: -13.7% | E: 2.1% | F: . | G: -0.7 | H: 4.8 | I: 5.8%

(11) COc1ccc(CCNC(=O)COC(=O)c2ccc(OC)cc2OC)cc1
  A: -0.1 | B: -12.6% | C: -0.6 | D: -2.7% | E: -0.9% | F: -14.4 | G: -7.5 | H: -16.5 | I: -2.4%

(12) CC1CN(C(=O)c2cccn(Cc3c(Cl)cccc3Cl)c2=O)CC(C)O1 (stereo not given)
  A: 0.5 | B: 6.4% | C: 5.9 | D: -7.8% | E: 1.7% | F: 5.1 | G: 1.5 | H: . | I: -4.2%

(13) Oc1c(Br)cc(CNC2CCCCC2)cc1Br
  A: . | B: 7.3% | C: . | D: 2.1% | E: . | F: -0.2 | G: . | H: . | I: -4.5%

(14) CCS(=O)(=O)c1c(S(=O)(=O)CC)c2ccccn2c1C(N)=O
  A: 2.3 | B: 2.9% | C: 20.1 | D: -0.3% | E: -0.5% | F: 6.1 | G: 5.2 | H: 8.2 | I: -2.0%

(15) CCNC(=S)NNc1ccccc1
  A: 4.2 | B: ? | C: 6.6 | D: -1.0% | E: -3.9% | F: -1.6 | G: -1.1 | H: 3.9 | I: 1.9%

A different layout for some results above:
entry | SMILES | D1 agonist | Vif-A3F inh | D1 antagonist | Vif-A3G inh | RXFP1 agonist | RXFP1 antag | D1 PAM | D2 PAM | Glioma ERSR ind
9 | Cc1cnc(C(=O)OCC(=O)Nc2sc3c(c2C(N)=O)CCCC3)cn1 | -0.2 | 0.0% | -6.7 | 2.3% | 1.2% | -3.3 | -1.9 | 11.8 | 0.3%
10 | COc1cc(OC)cc(-c2c(-c3cccs3)c3cc(-c4ccn[nH]4)ccc3n2C)c1 | 10.0 | ? | . | -13.7% | 2.1% | . | -0.7 | 4.8 | 5.8%
11 | COc1ccc(CCNC(=O)COC(=O)c2ccc(OC)cc2OC)cc1 | -0.1 | -12.6% | -0.6 | -2.7% | -0.9% | -14.4 | -7.5 | -16.5 | -2.4%
12 | CC1CN(C(=O)c2cccn(Cc3c(Cl)cccc3Cl)c2=O)CC(C)O1 (stereo not given) | 0.5 | 6.4% | 5.9 | -7.8% | 1.7% | 5.1 | 1.5 | . | -4.2%
13 | Oc1c(Br)cc(CNC2CCCCC2)cc1Br | . | 7.3% | . | 2.1% | . | -0.2 | . | . | -4.5%

The list goes on:
Letter code: A = D1 agonist; B = Vif-A3F inh; C = D1 antagonist; D = Vif-A3G inh; E = RXFP1 agonist; F = RXFP1 antag; G = D1 PAM; H = D2 PAM; I = Glioma ERSR ind
(16) CCOC(=O)C1=C(C)NC(C)=C(C(=O)OCC)C1C(=O)OCC(=O)N(C)C1CCS(=O)(=O)C1 (stereo not given)
  A: 2.0 | B: -0.8% | C: -35.9* | D: -1.6% | E: 1.9% | F: -14.6 | G: -4.0 | H: 3.5 | I: 1.8%

(17) CC(=O)OC1CCC2(C)C(COc3ccc4ccc(=O)oc4c3)C(C)(O)CCC2C1(C)C (stereo not given)
  A: -0.1 | B: -7.7% | C: 9.8 | D: 6.6% | E: 9.0% | F: -7.2 | G: -0.6 | H: 10.0 | I: -9.8%

(18) Cc1ccc(S(=O)(=O)Nc2ccc(N(C)S(=O)(=O)c3ccc(C)cc3)cc2)cc1
  A: 19.8 | B: 7.0% | C: 6.3 | D: -9.7% | E: 0.1% | F: -8.9 | G: 1.6 | H: -2.9 | I: -3.0%

(19) CN1CCc2c(sc3c2c(=O)n(-c2ccccc2)c2nnc(SCc4ccccc4)n32)C1
  A: -0.4 | B: -7.0% | C: 7.9 | D: -3.7% | E: 1.2% | F: 13.9 | G: 5.8 | H: -2.8 | I: -4.1%

(20) CC1=NNC(=O)C1C(c1ccccc1)C1C(=O)NN=C1C (stereo not given)
  A: 4.4 | B: . | C: 9.1 | D: . | E: 0.8% | F: . | G: -0.5 | H: 1.3 | I: .

(21) Cc1cc(Nc2ccc(C)c(Br)c2)n2nc(C)nc2n1
  A: 3.4 | B: 2.0% | C: 0.7 | D: -6.6% | E: 0.5% | F: -1.7 | G: 3.0 | H: 6.7 | I: -2.3%

(22) O=C1C=CC(O)(c2cc(=O)c3c(O)cc(O)cc3o2)C=C1
  A: -1.0 | B: -2.8% | C: 5.8 | D: ? | E: 1.7% | F: . | G: -3.9 | H: . | I: -11.5%

(23) Cc1ccc(S(=O)(=O)CCC(=O)Nc2ccc3c(c2)OCO3)cc1
  A: -4.0 | B: -7.9% | C: 7.0 | D: 1.2% | E: 0.5% | F: 3.8 | G: 1.2 | H: -9.4 | I: -2.9%

(24) COc1cccc(NC(=O)CN(C)C(=O)CCSc2ccc(C)cc2)c1
  A: 1.5 | B: 0.0% | C: -6.4 | D: 1.9% | E: 0.1% | F: -4.6 | G: -3.8 | H: -10.3 | I: -0.5%
